# TrxR1 inh: blocks rat thioredoxin reductase 1 | 1% of 390,000 active | O89049 | recombinant rTrxR1, NADPH fluorescence consumption, selenite substrate | Potency, µM (doses to about 114 µM), without a hit: at the highest dose activity change, negative = inhibition, most hits filed as inhibitors; note: % is set by controls: 0 for no effect and ±100 for the full control effect; nearly all actives have a fitted effect of over 65% in size
#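 Rat TrxR1 (90 nM in the dispensed reagent) was pre-reduced with 400 uM NADPH for 5 min at room temperature, then incubated with compound for 15 min. After 400 uM selenite was added, NADPH fluorescence (Ex 340/Em 450 nm) was followed for 8 min.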
# Pin1 inhibitor: human Pin1 inhibition; Q13526; Pin1 FP peptide displacement, HiFluor488, 10 min; Potency, µM (series often up to 115 µM), inactives show at the top dose activity, negative = inhibition, most hits filed as inhibitors; 0.009% of 390,000 active; AID 504891; active = well fitted inhibition curve with a large enough effect in the polarisation, with a control signal flat, not every such curve was filed as active; inconclusive = small, poorly fitted or top-dose-only effect, or effect the other way, or a change in a side signal; inactive = no such curve, though single readings can be large or run the other way; the % refers to the polarisation; note: % is set by controls: 0 for no effect and ±100 for the full control effect
# Target sequence (Q13526 whole entry, looked up): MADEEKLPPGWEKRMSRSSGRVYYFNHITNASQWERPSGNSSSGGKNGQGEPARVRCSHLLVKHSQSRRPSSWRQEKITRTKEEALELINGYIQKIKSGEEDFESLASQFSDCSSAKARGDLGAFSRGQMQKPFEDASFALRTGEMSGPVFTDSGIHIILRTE
# Tb PGK inh: blocks T. brucei phosphoglycerate kinase. PGK/GAPDH coupled, Kinase-Glo luminescence, 60 min. Potency, µM (top dose mostly 57.5 µM), without a hit: at the highest dose activity change, negative = inhibition, usual class: inhibitors. 0.043% of 380,000 active; note: % is set by controls: 0 for no effect and ±100 for the full control effect; nearly all actives have a fitted effect of over 60% in size
#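 Recombinant glycosomal PGK reaction used 1,3-bisphosphoglycerate generated in-well by GAPDH (100nM final) in 100mM TEA pH 7.6, 5mM MgCl2, 0.01% Tween-20. After 60 minutes at room temperature, ATP was read by Kinase-Glo Plus luminescence end-point.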
# RGS4 inh: inhibitors of human regulator of G protein signaling 4; 0.039% of 390,000 active; Potency, µM (top dose mostly 114 µM), for the others: top-dose activity change, negative = inhibition, most hits filed as inhibitors; P49798; Transcreener GDP fluorescence polarization, RGS4-accelerated GTP hydrolysis; AID 504845; note: % is set by controls: 0 for no effect and ±100 for the full control effect; nearly all actives have a fitted effect of over 75% in size; some results filed as inactive show a strong effect at the top dose
#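 MLSMR compounds (23 nl, pin-transferred) preincubated 10 min at room temperature with a 500nM (2x) first reagent, then RGS4 at 900nM (2x) plus Transcreener GDP mix added; fluorescence polarization (620/688 nm) read before and after 90 min at 30 °C.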
# GLS inhibitor: inhibitors of human glutaminase (GLS); O94925; GLS enzymatic activity, qHTS titration; Potency, µM (series often up to 45.5 µM), without a hit: top-dose activity change, negative = inhibition, most hits filed as inhibitors; 0.21% of 410,000 active; AID 624170; note: % is set by controls: 0 for no effect and ±100 for the full control effect
#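 Enzyme dispensed in phosphate buffer (45 mM, pH 8.2, 0.02% Tween-20), compounds pinned in, then 1 mM L-glutamine solution and the glutamate oxidase–HRP–Amplex Red mix added; fluorescence read immediately and again after 30 min at room temperature.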
# HP1b binding inh: HP1-beta chromodomain-methylated histone interaction inhibition. AlphaScreen HP1-beta / biotin-H3K9me3 peptide binding. 0.56% of 390,000 active. P83916. Potency, µM (top dose mostly 114 µM), without a hit: top-dose activity change, negative = inhibition, most hits filed as inhibitors; note: nearly all actives have a fitted effect of over 70% in size; inactives centre near 23
# Target sequence (P83916 whole entry, looked up): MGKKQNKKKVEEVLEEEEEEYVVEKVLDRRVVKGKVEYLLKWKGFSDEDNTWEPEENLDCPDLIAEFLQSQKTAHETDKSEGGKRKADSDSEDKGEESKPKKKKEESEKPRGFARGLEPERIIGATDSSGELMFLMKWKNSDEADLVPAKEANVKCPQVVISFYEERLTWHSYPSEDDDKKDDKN
#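 Compound inhibition of the preformed complex between 50 nM HP1-beta and 50 nM biotinylated H3K9me3 peptide was read by AlphaScreen. Buffer was PBS pH 7.4 with 0.01% Tween-20. Incubations ran 30 min at room temperature, with 10 ug/mL donor/acceptor beads.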
# ALOX12 inh: ALOX12 (human) lipoxygenase inhibition | purified 12hLO, xylenol orange hydroperoxide absorbance | AID 1671190 | Potency, µM (titrated, usually from 108 µM), for the others: at the highest dose activity change, negative = inhibition, actives largely listed as inhibitors | 1.1% of 580,000 active; note: % is set by controls: 0 for no effect and ±100 for the full control effect
#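 Purified human 12hLO at 150 nM in 25 mM Hepes, 0.01% Triton X-100, pH 7.0, preincubated 15 min at room temperature with compound. Reaction started with 40 uM arachidonic acid, 30 min at room temperature. Hydroperoxide measured by Fe-xylenol orange, 573/405 nm absorbance ratio.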
# ERG-DNA inh: blocks human ERG Ets domain binding to DNA; AID 624246; fluorescence polarization, His-ERG Ets domain / labelled DNA; Potency, µM (doses to about 76.9 µM), inactives show at the top dose FP activity, negative = inhibition, actives largely listed as inhibitors; 0.028% of 370,000 active; P11308; active = well fitted inhibition curve with a large enough effect in the polarisation, with a control signal flat; inconclusive = small, poorly fitted or top-dose-only effect, or effect the other way, or a change in a side signal; inactive = no such curve, though single readings can be large or run the other way; the % refers to the polarisation;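 note: polarization taken with two DNA probes labelled with fluorescein and Texas red; % of control where 0% means no effect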
# Target sequence (P11308 whole entry, looked up, the tested form may be a part): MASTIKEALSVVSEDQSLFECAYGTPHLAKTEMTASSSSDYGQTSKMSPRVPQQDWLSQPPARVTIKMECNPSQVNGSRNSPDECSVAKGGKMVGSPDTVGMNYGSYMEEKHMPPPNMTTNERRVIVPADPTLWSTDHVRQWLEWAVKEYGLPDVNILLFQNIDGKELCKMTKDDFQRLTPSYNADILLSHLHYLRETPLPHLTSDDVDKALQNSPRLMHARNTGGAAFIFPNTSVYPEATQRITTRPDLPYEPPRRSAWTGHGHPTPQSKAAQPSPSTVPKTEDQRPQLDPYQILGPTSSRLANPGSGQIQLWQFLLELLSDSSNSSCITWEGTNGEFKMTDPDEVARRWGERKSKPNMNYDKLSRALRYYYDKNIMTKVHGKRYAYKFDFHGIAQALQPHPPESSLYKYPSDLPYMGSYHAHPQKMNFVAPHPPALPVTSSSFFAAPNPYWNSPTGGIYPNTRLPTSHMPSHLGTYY
#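 His-tagged ERG Ets domain (1 uM in the protein solution; 300mM KCl, 50mM Tris-HCl, 1mM EDTA, 1mM DTT, pH 7.5) received compound, then a probe mix of 5 nM fluorescein-DNA and 100nM Texas-615-DNA. Fluorescence polarization was read for both dyes.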
# JMJD2A Tudor: JMJD2A Tudor domain (human) inhibition. 4.4% of 390,000 active. Potency, µM (series often up to 114 µM), without a hit: at the highest dose activity change, negative = inhibition, hits mostly inhibitors. O75164. AlphaScreen JMJD2A-Tudor / H3K4me3 peptide binding. AID 504339; note: % is set by controls: 0 for no effect and ±100 for the full control effect; nearly all actives have a fitted effect of over 50% in size
# Numbers without * were called inactive; i = inactive; ? = inconclusive; · = no result given; & = joins results of further samples; [ ] = dose if it differs, or a comment. Unless noted, calls come from the whole dose curve; as a rule, active = well fitted curve in the direction sought with a large enough effect; inconclusive = small, poorly fitted or top-dose-only effect, or another doubt; inactive = no such curve, though single readings can be large; an effect the other way counts as inactive or inconclusive. Potency is the fitted concentration of half-maximal effect. Some of the compounds tested. The share of hits here may be higher or lower than overall.
SMILES,TrxR1 inh,Pin1 inhibitor,Tb PGK inh,RGS4 inh,GLS inhibitor,HP1b binding inh,ALOX12 inh,ERG-DNA inh,JMJD2A Tudor
CC(OC(=O)c1nsc(Cl)c1Cl)C(=O)NCc1ccc2c(c1)OCO2 (centres undefined),15.5%,-13.5%,·,9.3%,1.6%,16.7%,-4.4%[57.4 µM],·,-6.1%
O=C(/C=C\NCC(=O)c1ccccc1)c1ccc2ccccc2c1,?,?,1.3%,-23.4%,1.5%,-14.1%,35.5µM*,-3.3%,?
CCOc1cc(CN2CCCC(N3CCc4ccccc4C3)C2)ccc1O (centres undefined),-2.2%,-4.3%,-7.5%,0.0%,3.7%,32.7%,0.0%,-4.9%,-13.6%
CCOC(=O)c1cccc(NC(=O)c2cn(-c3cccc(OC)c3)c(=O)c3ccccc23)c1,9.6%,-2.3%,-0.5%,?,0.6%,19.9%,0.0%,-6.9%,7.6%
Nc1ccc2nc(-c3ccc(N)c(Cl)c3)[nH]c2c1,?,?,-4.7%,-5.9%,0.4%,-10.9%,11.1%,?,?
O=c1c2ccccc2nc2n1-c1ccccc1CCC2,-8.1%,3.3%,2.9%,-11.9%,-0.8%,43.5%,0.0%,0.7%,-10.4%
Cc1cccc(NC(=O)CSc2nnc(NC(=O)c3ccco3)s2)c1,5.8%,?,i,-16.6%[56.9 µM],-1.8%,95.5%[activator],-6.2%,0.3%,-18.8%
COc1cccc(/C=N/Nc2nc(Nc3ccc([N+](=O)[O-])cc3)nc(N3CCCC3)n2)c1O,5.6%[57.1 µM],2.7%,i,-12.8%,0.7%,23.3%,6.7%,7.8%,?
CC1CCCN(C(=O)c2cc(-c3ccco3)nc3ccccc23)C1 (centres undefined),?,-1.5%,-12.4%,?,-5.8%,63.2%[activator],-5.2%&-14.7%,14.3%,-19.0%
COc1ccccc1C(=O)NCCC(=O)Nc1ccc(S(=O)(=O)Nc2ncccn2)cc1,18.4%,-5.5%,-0.7%,-5.4%,0.0%,37.3%,289.9%[activator],-3.0%,8.7%
O=C(Cn1c(C(F)(F)F)nc2ccccc21)c1ccc(Cl)cc1,23.7%,-0.8%,-7.5%,9.4%,2.1%,18.6%,-26.6%,-16.5%,-7.7%
CCCN(Cc1ccccc1)C(=S)Nc1cccc(C)c1C,17.9%[57.1 µM],-1.5%,?,-18.1%,-1.6%,6.1%,16.6%,-1.1%,-6.5%
O=C(CC1SC(=Nc2ccc(OC(F)F)cc2)N(CCN2CCOCC2)C1=O)Nc1ccccc1 (centres undefined),14.4%,-0.2%,i,-15.4%,-4.7%,19.4%,-12.8%,-2.7%,-11.9%
COC(=O)c1ccc(COC(=O)c2ccc(CO)cc2)o1,0.1%,2.1%,-8.2%,-9.7%,-0.7%,30.8%,-10.2%,-0.6%,-11.8%
O=C(NCc1ccccn1)c1ccc(Cn2c(=S)[nH]c3ccc(Br)cc3c2=O)cc1,13.3%[57.1 µM],86.3%[activator],-9.5%,?,9.5%,4.9%,-23.7%,6.0%,-18.2%
CC(=O)OC1CCC2(C)C(CCC3C2CC(=O)C2(C)C3CC(C(C(C)=O)C(C)=O)C2C(C)=O)C1 (centres undefined),-5.7%[2.29 µM],8.8%,-1.5%,20.2%,0.1%,8.3%[57 µM],-14.2%,-2.8%,-2.1%
COc1nc(-c2ccccc2)nc(-c2ccccc2)c1C,10.3%[57.1 µM],4.5%,i,-40.4%,-10.0%,122.2%[activator],0.0%,8.9%,89.0%[activator]
COCc1cc(=O)[nH]c2c1c(-c1ccccc1)nn2C,2.4%,1.3%,0.8%,16.4%,0.2%,29.9%,187.2%[activator],-8.8%,-11.6%
Cc1coc(C)c1C(=O)CC1(O)C(=O)Nc2cc(Cl)cc(Cl)c21 (centres undefined),-12.1%,4.1%,-2.6%,-43.6%,-2.6%,1.4%,378.5%[activator],-2.6%,-7.7%
CN(C)S(=O)(=O)c1ccc(-c2csc(N/N=C/c3ccco3)n2)cc1,2.4%,-0.6%,-1.2%,-12.0%,?,16.7%,3.4%,-11.3%,-14.5%
CCOc1ccc(C(=O)Nc2ccc3oc(-c4cccnc4)nc3c2)cc1,?,5.8%,-3.3%,4.0%,-8.9%,30.1%,10.2%&-9.8%,-2.0%,3.8%
COc1ccccc1CNC(=O)CN(C)Cc1ccc(SC)cc1,17.5%,1.1%,-3.4%,5.4%,-5.5%,11.4%,-1.0%,19.6%,-23.3%
COC(=O)Cn1cc(C(=O)C(C)(C)C)c2ccccc21,13.3%[57.1 µM],0.5%,1.2%,9.4%,-0.3%,50.7%[activator],-8.3%,11.2%,-6.7%[57.1 µM]
Cc1c(NC(=O)CN2CCN(C(=O)c3ccco3)CC2)c(=O)n(-c2ccccc2)n1C,6.2%,-2.9%,-6.1%,-21.0%,-6.9%,24.4%,-19.6%,-2.9%,1.3%

# By substructure: the compounds so far with a halogen (six)
SMILES,TrxR1 inh,Pin1 inhibitor,Tb PGK inh,RGS4 inh,GLS inhibitor,HP1b binding inh,ALOX12 inh,ERG-DNA inh,JMJD2A Tudor
CC(OC(=O)c1nsc(Cl)c1Cl)C(=O)NCc1ccc2c(c1)OCO2 (centres undefined),15.5%,-13.5%,·,9.3%,1.6%,16.7%,-4.4%[57.4 µM],·,-6.1%
Nc1ccc2nc(-c3ccc(N)c(Cl)c3)[nH]c2c1,?,?,-4.7%,-5.9%,0.4%,-10.9%,11.1%,?,?
O=C(Cn1c(C(F)(F)F)nc2ccccc21)c1ccc(Cl)cc1,23.7%,-0.8%,-7.5%,9.4%,2.1%,18.6%,-26.6%,-16.5%,-7.7%
O=C(CC1SC(=Nc2ccc(OC(F)F)cc2)N(CCN2CCOCC2)C1=O)Nc1ccccc1 (centres undefined),14.4%,-0.2%,i,-15.4%,-4.7%,19.4%,-12.8%,-2.7%,-11.9%
O=C(NCc1ccccn1)c1ccc(Cn2c(=S)[nH]c3ccc(Br)cc3c2=O)cc1,13.3%[57.1 µM],86.3%[activator],-9.5%,?,9.5%,4.9%,-23.7%,6.0%,-18.2%
Cc1coc(C)c1C(=O)CC1(O)C(=O)Nc2cc(Cl)cc(Cl)c21 (centres undefined),-12.1%,4.1%,-2.6%,-43.6%,-2.6%,1.4%,378.5%[activator],-2.6%,-7.7%

# Assay outcomes (PubChem BioAssay)
